FN deposit inh – inhibitors of fibronectin matrix deposition, primary screen, AH1F cells, Alexa488-fibronectin fluorescence, plate reader | inhibition, % at 12.6 µM | AH1F fibroblasts, overnight | hit rate 0.086% among 350,000;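 active = mean inhibition across replicates of 30% or more, regardless of how many single replicates reach that level; inconclusive = mean under 30% yet at least half of replicates reach 30%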;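 also: positive control wells lacked labelled fibronectin entirely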
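Material: AH1F fibroblast monolayer depositing Alexa488-labelled fibronectin into matrix / Amount: 10000 AH1F cells per well / Signal: fluorescence 485/525 nm / Medium: DMEM, 2% serum / Compound: single dose, pinned / Incubation: 1 h cell adhesion before compound, then overnight fibronectin incubation / Reagent: Alexa488-FN, 24 nM final / Read-out: inhibition of fibronectin deposition signal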
miR122 inh – miR-122 Renilla sensor signal increase in Huh7, primary screen, miR-122 inhibitor project, cell-based, single point, plate reader; Huh7 miR-122 Renilla luciferase sensor, 48 h; neutral wells = 0, positive control = 100; activation (reporter increase), % at 12.5 µM; hit rate 0.3% among 340,000;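 active = mean replicate activation score at least 90 and every replicate individually at or above 90; inconclusive = only one of the two criteria met; inactive = neither criterion met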;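 also: higher luciferase means less miR-122 activity so hits act as miR-122 inhibitors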
PAX8 reporter – inhibitors of PAX8-driven TPO luciferase reporter, primary screen, RMG-I cells, single concentration. inhibition, % at 12.6 µM. SteadyGlo, 24 h. hit rate 1.2% among 360,000;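 active = mean replicate inhibition at least 60% with every replicate also reaching 60%; inconclusive = only one of the two criteria is met; inactive = mean below 60% and not all replicates reaching 60%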;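 also: luciferase light reporting Pax8 driven TPO promoter activity; plate controls were median of neutral control wells for no effect and mitoxantrone controls for full effect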
DENV2 CPE – inhibitors of DENV2 cytopathic effect, primary screen, cell-based, plate reader, single concentration. DENV2-infected cells, cytopathic effect rescue. CPE inhibition, % at 9.99 µM. hit rate 1.7% among 350,000; in the data active = CPE inhibition above about 20%, passing the limit was not always enough; inconclusive = no clear call, values can overlap the other calls; tested in BHK-21 cells;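 also: 0% = median of neutral control wells and 100% = median of positive control wells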
INS-1E GSIS act – GLuc luminescence reporter in INS-1E cells, primary screen for activators of glucose-dependent secretion of insulin. INS-1E GLuc reporter insulin secretion, 2-3 h. activation, % at 16.6 µM. hit rate 0.61% among 370,000;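 active = lowest replicate activation of at least 40%, so every replicate reaches that level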;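 also: 0% = median of neutral control wells and 100% = median of IBMX positive control wells; some compounds called inactive have numbers as strong as hits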
EWS-Fli block – EWS/Fli-driven NR0B1 reporter inhibitors, primary screen, A673 cells, NR0B1 luciferase, luminescence, MLPCN library; AID 651661, 2012; hit rate 0.67% among 350,000; viability-normalised; inhibition, % at 12.6 µM;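 active = mean inhibition of at least 50% after viability correction, with every replicate also passing that limit; inconclusive = mean reaches 50% but only one of two replicates passes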;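 also: firefly luciferase signal divided by Alamar Blue viability fluorescence both relative to DMSO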
CFTR F508del cor – F508del CFTR correction, initial screen, CFBE line, single point. AID 720511, 2013. hit rate 0.36% among 350,000. activity (quench increase), % at 7.58 µM. CFBE cells, YFP halide quenching; stimulated with forskolin plus potentiator P3; % fluorescence drop versus neutral controls;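 active = mean added fluorescence quench of at least 8% versus neutral control, with both replicates also reaching 8%; inconclusive = only one of the mean or replicate conditions met; inactive = mean below 8% and not both replicates reaching 8%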;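 also: cells transiently co-express mutant CFTR-F508del with the halide-sensitive YFP; corrector assay measuring rescue of mutant channel to the surface after 24 h compound exposure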
The depositor's hits bear a star; ? = inconclusive; . = no result given; & = joins results of further samples; ! = not confirmed by another sample; [ ] = dose if it differs, or a comment.

SMILES	FN deposit inh	miR122 inh	PAX8 reporter	DENV2 CPE	INS-1E GSIS act	EWS-Fli block	CFTR F508del cor
O=C(COc1ccccc1)Nc1cccc(-c2nc3cc4ccccc4cc3[nH]2)c1	13.9	0.3	.	.	-33.9	.	.
CC(=O)NCCNc1nc2cc(-c3ccsc3)sc2c(=O)n1C	0.1	1.3	13.3	9.8	4.4	7.1	1.7
COc1cccc(CN2CCN(C(=O)Nc3ccc([N+](=O)[O-])cc3)CC2)c1	0.0	.	-2.8	-3.1	-33.9	14.6	2.6
CCCn1c(N2CCN(C(=O)N3CCCCC3)CC2)nc2ccccc21	-0.6	-0.4	6.8	.	.	.	.
Cc1ccc(NC(=O)CSc2nnc(C3COc4ccccc4O3)o2)c(Cl)c1 (stereo not drawn)	-2.8	.	-5.5	-2.3	-1.5	4.7	-0.1
C[C@@H]1CN([C@H](C)CO)C(=O)c2cccc(NC(=O)c3cnccn3)c2O[C@@H]1CN(C)Cc1ccccc1	.	12.9[16.7 µM]	8.6	4.8	3.2	-4.4	-0.2
Cc1cc(Cl)c(S(=O)(=O)NC2CCCC2)cc1OCC(N)=O	.	53.3	5.3	?	-12.7	.	0.0
Cc1c(C(=O)Nc2ccc(F)cc2)oc2ccc(S(=O)(=O)N3CC(C)CC(C)C3)cc12 (stereo not drawn)	.	1.0	.	-0.9	1.5	17.2	7.7
CN1CCN(NC(=O)c2cc(-c3ccc(Cl)s3)nc3ccccc23)CC1	-7.1	-14.1	-24.0	0.0	0.1	0.8	1.8
NS(=O)(=O)c1ccc(CCNS(=O)(=O)c2ccc(Cl)s2)cc1	-3.7	18.4	-5.9	-4.7	7.7	6.5	2.8
C[C@H]1CN([C@@H](C)CO)C(=O)Cc2cc(NC(=O)Cc3ccccc3)ccc2O[C@@H]1CN(C)S(=O)(=O)c1cn(C)cn1	.	-0.8[16.7 µM]	-4.5	4.2	-3.3	6.6	-6.5
COc1ccc(NC(=O)C2CCCN2C(=O)Oc2ccccc2)cc1 (stereo not drawn)	0.5	.	3.0	-9.4	5.0	-4.2	-1.1
O=C(NC1CCCCC1)N1CCN(c2ccccc2)CC1	3.6	-5.8	1.3	.	.	.	.
CS(=O)(=O)NCc1nnc(SCc2c(F)cccc2Cl)o1	6.4	-0.5	4.7	0.3	-4.2	-4.3	-1.8
COc1cccc2c1oc1c(SCc3nc4ccccc4[nH]3)nc(C)nc12	-19.6	7.1	-1.2	0.1	-3.8	-16.6	2.5
OC(CN1CCCC1)Cn1ccc2ccccc21 (stereo not drawn)	2.5	.	17.5	-1.8	-11.7	2.0	-3.0
CCN(CCn1cccn1)C(=O)CCc1nnc(-c2ccc3c(c2)OCO3)o1	-8.9	.	3.4	-2.8	7.0	-3.6	.
C/C=C/c1ccc2c(c1)O[C@H](CN(C)C(=O)C1CCOCC1)[C@H](C)CN([C@@H](C)CO)S2(=O)=O	7.1	-3.0[16.7 µM]	.	-6.1	0.6	-0.5	-1.3
C[C@H]1CN([C@@H](C)CO)C(=O)c2cccc(NS(=O)(=O)c3cn(C)cn3)c2O[C@@H]1CN(C)Cc1ccc(C(=O)Nc2ccccc2N)cc1	-9.8	.	-14.0	4.3	4.1	0.1	-3.4
O=C1CCSc2c1ccc1ccccc21	.	.	-7.2	-5.6	.	-5.0	3.5
O=C1C(Cc2ccc(F)cc2)SC(=Nc2ccccc2)N1c1ccccc1 (stereo not drawn)	2.3	-3.7	11.9	.	-13.2	.	.
COc1cc(C(=O)OCC(=O)c2cc(C)n(C)c2C)cc(NC(=O)c2ccco2)c1OC	6.0	-15.0	6.3	.	.	.	.
Clc1ccc(C2CSc3c4ncnc-4ncn32)cc1 (stereo not drawn)	-4.0	3.2	-5.2	4.3	.	-0.6	2.6
COc1cc(NC(=O)[C@H]2CCCN2S(=O)(=O)c2cccc3cccnc23)cc(OC)c1OC	8.4	1.8	10.7	.	8.0	-6.8	0.1
CCCC(=O)N/C(N)=N/c1nc(C)c2ccccc2n1	-0.8	4.9	-3.9	-6.1	16.8	7.3	-2.1
Next structures:
SMILES	FN deposit inh	miR122 inh	PAX8 reporter	DENV2 CPE	INS-1E GSIS act	EWS-Fli block	CFTR F508del cor
Cc1cccc2c1-c1sc(C(=O)NCCCN3CCC(C)CC3)cc1CO2	-1.4	-7.5	21.9	2.5	-15.5	.	-1.1
CCOCCn1c(CN2CCOCC2)nc2c1c(=O)[nH]c(=O)n2C	0.4	.	-17.8	0.2	4.3	0.6	0.6
CC1(C(=O)NS(=O)(=O)c2ccc(Cl)s2)CCN1C(=O)Cc1cc(F)ccc1F (stereo not drawn)	.	-2.8	-17.6	10.3	16.0	0.4	3.3
CC(C)(C)C1=C(C#N)C(c2ccncc2)C(C#N)=C(N)O1 (stereo not drawn)	1.9	2.8	-12.1	-9.3	-3.5	-0.6	.
COc1ccc(OC)c(CN2CCC(C(=O)N3CCN(c4ccccc4F)CC3)CC2)c1	8.7	-1.0	-0.9	3.4	1.6	1.4	.
Cc1oncc1C(=O)Nc1ccc2ccccc2c1	.	.	-146.7	-1.3	14.6	.	-0.9
Cc1cccc(N2CCN(CCNC(=O)c3cc4c(s3)CS(=O)(=O)C4)CC2)c1C	.	0.6	.	-1.1	3.6	7.8	-0.3
O=[N+]([O-])c1cccnc1Oc1ccc(F)cc1	-1.2	-2.3	-4.3	9.4	.	3.1	1.7
CCOc1ccc(N(C)S(=O)(=O)c2cnc[nH]2)cc1	-2.9	-9.0	-2.7	-6.8	3.1	.	-0.7
CN1CCCCC1(C)C(=O)NCc1ccc(F)cc1 (stereo not drawn)	-2.7	77.8	-11.1	2.4	.	-14.3	-3.3
O=C(NCc1ccccc1)NC12CC3CC(CC(C3)C1)C2	1.7	.	8.0	4.6	0.4	-7.3	-0.6
O=C(NN=C1CCCCC1)c1ccccc1-n1cccc1	-12.6	.	4.4	-2.0	8.2	-4.7	-3.0
CCCC(=O)OC(C(=O)Nc1cc(C(F)(F)F)ccc1Cl)c1ccccc1 (stereo not drawn)	-2.5	-0.6	-13.1	-14.1	-7.7	-0.4	-0.9
Cc1noc(C)c1NC(=O)N[C@H]1CC[C@H](CC(=O)NCCCN(C)C)O[C@@H]1CO	4.0	-8.9[16.7 µM]	-2.0	-4.0	5.8	9.7	0.3
COc1cccc(Cn2c(=O)oc3ccccc32)c1	-5.7	6.5	-52.7	-1.6	16.4	-16.2	0.5
O=C(N1CCCC1)N1CCN(S(=O)(=O)c2ccccc2)CC1	4.9	-6.3	-12.0	0.0	5.6	6.0	-2.0
O=C(O)CC/C(=N\Nc1ccc([N+](=O)[O-])cc1)c1ccccc1	-4.5	-1.2	-22.8	-4.4	3.2	-7.8	.
Cc1cccc(C(=O)OCC(=O)NCC2CCCO2)c1O (stereo not drawn)	7.8	.	-37.1	-2.0	.	-10.2	3.1
Cc1cc(NC(=O)Cn2cc([N+](=O)[O-])cn2)n(Cc2ccc(F)cc2)n1	.	.	1.7	0.5	1.0	9.8	-6.2
COc1ccc(C(=O)Nc2ccc(/C(C)=N/NC(=O)c3ccncc3)cc2)cc1	-9.3	4.4	-225.8	6.4	49.2	-83.4	-1.1
COc1ccc(CN(C)C[C@@H]2Oc3c(NC(=O)c4cc(C)nn4C)cccc3C(=O)N([C@@H](C)CO)C[C@H]2C)cc1	.	22.5[16.7 µM]	9.3	-8.2	1.7	-6.0	-2.1
O=S(=O)(Cc1ccccc1Cl)NCc1ccccc1	.	2.1	6.1	-8.7	-6.5	-6.2	.
CCOC(=O)c1ccc(NC(=O)CSc2nnc(CNC(=O)c3ccco3)o2)cc1	-8.6	-6.4	-3.0	-1.0	19.9	.	-2.3
Cc1nn(C)c(C)c1C(C)NC(=O)c1cc(COc2cncc(Cl)c2)on1 (stereo not drawn)	-19.0	-5.3	-18.8	-0.8	-2.1	.	-3.5
CCC(C)NS(=O)(=O)c1ccc(NS(=O)(=O)c2ccccc2[N+](=O)[O-])cc1 (stereo not drawn)	-1.7	-8.5	8.3	5.4	18.5	-6.9	0.0

An excerpt from above in order of heavy-atom count, lowest first:
SMILES	FN deposit inh	miR122 inh	PAX8 reporter	DENV2 CPE	INS-1E GSIS act	EWS-Fli block	CFTR F508del cor
O=C(NCc1ccccc1)NC12CC3CC(CC(C3)C1)C2	1.7	.	8.0	4.6	0.4	-7.3	-0.6
CC1(C(=O)NS(=O)(=O)c2ccc(Cl)s2)CCN1C(=O)Cc1cc(F)ccc1F (stereo not drawn)	.	-2.8	-17.6	10.3	16.0	0.4	3.3
Cc1cccc(N2CCN(CCNC(=O)c3cc4c(s3)CS(=O)(=O)C4)CC2)c1C	.	0.6	.	-1.1	3.6	7.8	-0.3

The list goes on.
SMILES	FN deposit inh	miR122 inh	PAX8 reporter	DENV2 CPE	INS-1E GSIS act	EWS-Fli block	CFTR F508del cor
O=C(NCc1ccncc1)[C@@H]1CCCN1C(=O)[C@H]1CCCN1	0.5	.	-17.9	4.9	3.9	-13.3	-1.3
CCN(CC(=O)NCc1cccs1)C(=O)c1cccc(S(=O)(=O)Nc2ccccc2Cl)c1	7.9	.	5.5	14.4	-20.4	1.8	3.0
Cc1cccc(OCCCC(=O)NNC(=O)c2cccc(N(C)C)c2)c1	0.1	1.6	-36.7	-2.5	.	-16.6	2.1
O=C(Nc1ccccc1N1CCCC1)C1CCN(C(=O)c2ccc(F)cc2)CC1	0.1	-1.2	-4.1	0.6	6.8	2.7	3.3
CN(C)CCCCOc1ccc(F)cc1	-4.4	.	13.7	3.9	11.8	12.7	-0.9
O=C1Nc2ccccc2C1=Nc1ccc2[nH]c3ccccc3c2c1	7.2	2.6	-6.2	-8.8	.	33.6	-1.4
CC1CC=CCC1(CO)CO (stereo not drawn)	-2.6	.	-2.4	6.0	.	9.2	-5.6
Cc1c(Cl)cnc(NC(=O)COC(=O)C2CC2)c1Cl	-3.6	.	-6.5	5.3	4.7	7.8	1.8
Cc1ccc(C(=O)Cn2c(C(=O)O)cc3ccccc32)cc1	6.2	3.9	21.5	-4.3	-0.2	22.9	0.0
O=C(NCCc1ccccc1)C1CCCN1S(=O)(=O)c1ccc(F)cc1 (stereo not drawn)	-4.5	4.4	.	.	8.2	.	.
COc1ccc(S(=O)(=O)Nc2ccc3c(c2)C(=O)N([C@@H](C)CO)C[C@@H](C)[C@H](CN(C)Cc2ccncc2)O3)cc1	-12.0	-3.2[16.7 µM]	-4.0	-8.7	4.6	1.8	3.7
CC(=O)Nc1ccc(Br)cc1C(=O)C(=O)O	-6.5	.	17.8	.	-14.0	.	.
Nc1ccc(S(=O)(=O)Nc2cnc3ccccc3n2)cc1	-7.7&-7.0	11.8	-14.9&32.0	10.6&1.9	10.0	-14.8&-5.5	11.5*!
CC(C)C[C@H](NC(=O)c1ccc(Cl)c(Cl)c1)C(=O)N1CCC[C@H]1C(=O)NCc1ccccc1	-3.9	.	-6.1	-1.6	.	-6.0	0.0
CC(Sc1nnc(NC2CCCCC2)s1)C(=O)Nc1ccc2c(c1)C(=O)c1ccccc1C2=O (stereo not drawn)	-1.5	-5.8	-129.2	.	21.6	.	.
O=C(NC12CC3CC(CC(C3)C1)C2)c1ccccc1	8.7	1.4	-19.0	0.3	-0.1	7.6	1.9
O=[N+]([O-])c1cccc(-c2noc(-c3cccs3)n2)c1	4.5	.	-128.8	-3.2	.	-103.5	0.9
CN1CCN(C(=O)C2CC(c3ccc(F)cc3)=NO2)CC1 (stereo not drawn)	-24.5	7.1	-18.5	2.9	0.7	-1.6	2.6
CCCc1cn(CC[C@@H]2CC[C@@H](NS(=O)(=O)c3ccccc3Cl)[C@H](CO)O2)nn1	-21.6	.	3.4	5.9	0.0	1.0	-0.9

Screens deposited in PubChem BioAssay by Broad Institute.
